# KCNK3 inh – human KCNK3 channel inhibitors, primary screen, CHO cells, FluxOR thallium flux, B-score | hit rate 0.84% among 340,000 | AID 602410, 2012 | FluxOR fluorescence; stronger effect = lower value | B-score at 10 µM | Potassium channel subfamily K member 3 (Homo sapiens), O14649;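 active = B-score under library mean minus 4 SD, starting fluorescence ratio at most library mean plus 5 SD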;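 note: more negative B-score means stronger inhibition of thallium flux through KCNK3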
# RGS4 block – RGS4 inhibitors, primary screen, cell-based, HEK293 M3R inducible RGS4, calcium flux | Regulator of G-protein signaling 4 (Homo sapiens), P49798 | Fluo-4 calcium flux; stronger effect = higher value; triggered by carbachol at its EC20 | B-score at 10 µM | hit rate 0.45% among 310,000 | AID 463165, 2010;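 active = B-score, a plate-corrected calcium signal, over three deviations above library mean, with baseline fluorescence within five deviations of library mean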;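 note: RGS4 expression induced by doxycycline in cells with stable M3 receptor; B-score is computed from the integrated fluorescence ratio over baseline after carbachol; higher B-score means a larger calcium signal and so more RGS4 inhibition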
# RGS4 act – RGS4 potentiators or activators, primary screen, cell-based, HEK293 M3R inducible RGS4, calcium flux | hit rate 0.92% among 310,000 | B-score at 10 µM | AID 463111, 2010 | carbachol calcium flux Fluo4; stronger effect = lower value;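 active = B-score of the integrated calcium signal more than 4 SD below the library mean, with starting fluorescence not abnormally high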;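 note: negative B-score means reduced calcium response which marks RGS4 activation or potentiation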
#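 Detection: kinetic calcium fluorescence imaging with Fluo4-AM dye, 2 µM / Material: HEK293 cells with stable M3R and inducible RGS4 / Schedule: recording 10 s baseline at 1 Hz, 100 s post-agonist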
# KCNK9 block – KCNK9 potassium channel inhibitors, primary screen, HEK293 cells, thallium flux; FluxOR thallium flux fluorescence; stronger effect = lower value; B-score at 10 µM; hit rate 1.2% among 310,000; Potassium channel subfamily K member 9 (Homo sapiens), Q9NPC2;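 active = ratio B-score over 3 SD below the library mean, with starting fluorescence within 5 SD of its mean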;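 note: negative B-score means less thallium flux so channel inhibition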
# Target sequence (Q9NPC2 whole entry, looked up): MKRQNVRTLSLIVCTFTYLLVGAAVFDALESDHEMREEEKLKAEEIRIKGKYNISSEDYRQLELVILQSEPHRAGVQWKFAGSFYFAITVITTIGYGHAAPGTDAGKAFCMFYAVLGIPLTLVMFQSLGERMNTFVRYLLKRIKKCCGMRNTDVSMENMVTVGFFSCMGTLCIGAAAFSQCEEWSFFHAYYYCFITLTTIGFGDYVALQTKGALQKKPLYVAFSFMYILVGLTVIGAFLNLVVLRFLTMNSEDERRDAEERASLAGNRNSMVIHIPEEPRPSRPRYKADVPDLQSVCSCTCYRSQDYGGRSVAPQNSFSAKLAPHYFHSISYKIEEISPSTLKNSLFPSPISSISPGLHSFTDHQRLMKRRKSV
# HDAC3 inh – HDAC3 deacetylase inhibitors, primary screen, biochemical, fluorescence, cell-free homogeneous; AID 2718, 2010; Histone deacetylase 3 (Homo sapiens), O15379; recombinant HDAC3, fluorogenic peptide/trypsin coupled; hit rate 0.15% among 320,000; inhibition, % at 8.3 µM; in the data active = inhibition above about 26%, passing the limit was not always enough
# TMEM16A inh – TMEM16A chloride channel inhibitors, primary screen, cell-based, HTS | AID 588511, 2011 | hit rate 1.2% among 310,000 | normalized B-score (activity score, 25-100; higher = stronger inhibition) at 10 µM | Anoctamin-1 (Mus musculus), Q8BHY3 | HEK293 TMEM16A/YFP iodide influx fluorescence, ionomycin;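 active = ratio plate-corrected score three or more library SD toward inhibition, starting fluorescence score within five deviations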;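 note: score derived from kinetic fluorescence span divided by baseline fluorescence per well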
# SKKanGAS inh – S. pyogenes SKKanGAS growth inhibitors in kanamycin, primary screen, streptokinase expression inhibitor project, SKKanGAS strain, BacTiter-Glo luminescence | 6 h | hit rate 1.3% among 300,000 | inhibition, % at 7.5 µM;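 active = mean replicate score, as percent of positive control median, at least 50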;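 note: strain carries kanamycin resistance gene driven by streptokinase promoter and grows in 40 µg/ml kanamycin; loss of luminescence reflects streptokinase promoter inhibition or plain growth inhibition; 0% = median of DMSO wells and 100% = positive control at its reference dose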
# hERG rescue – hERG rescue from dofetilide block, primary screen, cell-based, CHO-hERG, FluxOR thallium flux, dofetilide IC70; Voltage-gated inwardly rectifying potassium channel KCNH2 (Homo sapiens), Q12809; dofetilide IC70 present; activation (rescue from dofetilide block), less the hit threshold, % at 10 µM; hit rate 0.51% among 310,000; AID 1511, 2009;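 active = activation above the mean of controls blocked by dofetilide plus 5 SD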;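 note: thallium influx through hERG after potassium depolarization seen as dye fluorescence rise; in these data hits start at about 4.7%; inactives centre near -7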
# ANO1 activ – TMEM16A chloride channel activators or potentiators, primary screen, cell-based, HTS | Anoctamin-1 (Mus musculus), Q8BHY3 | HEK293 TMEM16A/YFP-H148Q/I152L, iodide quench fluorescence; stronger effect = lower value | B-score at 10 µM | hit rate 0.3% among 340,000;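 active = fluorescence-ratio B-score plate-corrected deviation score at least 3 library SD below zero, with starting fluorescence score within 5 deviations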;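 note: channel opened by trigger with iodide after compound preincubation; score built on the fluorescence ratio of max minus min over baseline; more negative score means more quench and so TMEM16A activation or potentiation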
# KCNQ1 act – potentiators or activators of KCNQ1 channel, primary screen, cell-based, thallium flux, high-throughput | CHO-K1 KCNQ1, thallium flux FluxOR fluorescence; stronger effect = higher value | B-score at 10 µM | hit rate 0.35% among 310,000 | AID 2648, 2010;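 active = fluorescence ratio B-score, a plate-corrected score, at least three library SD, with initial intensity B-score within 5 SD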
# Target sequence (P51787 whole entry, looked up): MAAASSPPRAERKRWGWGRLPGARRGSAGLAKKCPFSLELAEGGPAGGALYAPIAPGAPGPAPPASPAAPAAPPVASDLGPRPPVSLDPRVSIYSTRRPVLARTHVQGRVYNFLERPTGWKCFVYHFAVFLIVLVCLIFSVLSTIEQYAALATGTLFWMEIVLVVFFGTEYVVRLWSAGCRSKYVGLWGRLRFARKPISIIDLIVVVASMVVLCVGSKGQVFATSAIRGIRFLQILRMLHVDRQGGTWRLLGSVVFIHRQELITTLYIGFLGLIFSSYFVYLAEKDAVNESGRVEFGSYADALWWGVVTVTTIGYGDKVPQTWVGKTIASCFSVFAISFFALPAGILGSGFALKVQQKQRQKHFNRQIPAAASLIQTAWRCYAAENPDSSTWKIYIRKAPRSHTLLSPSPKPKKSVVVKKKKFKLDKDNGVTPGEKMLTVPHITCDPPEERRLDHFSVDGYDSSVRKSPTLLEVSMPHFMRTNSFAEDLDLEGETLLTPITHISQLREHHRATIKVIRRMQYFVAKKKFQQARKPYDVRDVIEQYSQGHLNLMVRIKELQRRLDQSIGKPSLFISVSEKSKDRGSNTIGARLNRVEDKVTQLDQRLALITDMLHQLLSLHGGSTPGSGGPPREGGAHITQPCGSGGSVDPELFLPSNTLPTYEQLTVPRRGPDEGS
#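 Assay system: stable KCNQ1 CHO-K1 line; medium: assay buffer, equal DMSO in all wells; timing: 90 min dye loading and 20 min compound exposure, both at room temperature; technique: kinetic FluxOR thallium fluorescence, 10-s 1-Hz baseline, 110-s post-stimulus read; read-out basis: B score of baseline-normalized fluorescence ratio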
# KCNQ1 inh – inhibitors of human KCNQ1 channel, primary screen, cell-based, thallium flux, high-throughput; B-score at 10 µM; hit rate 1.3% among 310,000; CHO-K1 KCNQ1, FluxOR thallium flux fluorescence; stronger effect = higher value; AID 2642, 2010;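 active = compounds whose thallium flux B-score, printed positive for inhibition, exceeds three library SD while starting fluorescence stays within three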;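 note: channel opened by potassium depolarization with thallium stimulus after 20 min compound exposure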
# Starred values were filed as active, the others as inactive; i = inactive; · = no result given. The order is random; any-hit rate near 6.3%.
SMILES,KCNK3 inh,RGS4 block,RGS4 act,KCNK9 block,HDAC3 inh,TMEM16A inh,SKKanGAS inh,hERG rescue,ANO1 activ,KCNQ1 act,KCNQ1 inh
O=C(NCC1CCCO1)C(c1cccs1)N(Cc1ccccc1Cl)C(=O)c1ccc(-c2ccccc2)[nH]1 (configuration not stated),i,i,i,i,8,i,27,-9,i,i,i
COc1ccc(Nc2n[nH]c(N)c2C(N)=O)cc1,i,i,i,i,18,i,0,-6,i,i,i
COc1ccc(C(=O)N(C)CC(=O)Nc2cccc(F)c2)cc1S(=O)(=O)NC1CCCC1,i,i,i,i,5,i,1,-14,i,i,i
Cc1nc2nc(SCC(=O)c3ccccc3)[nH]c2cc1Br,i,i,i,i,-3,i,-5,-1,i,i,i
COc1ccccc1N(CC(=O)Nc1ccccc1C(=O)NCC(C)C)S(C)(=O)=O,i,i,i,i,-1,i,3,-10,i,i,i
CCCn1nnc(NC(=O)c2ccccc2Cl)n1,i,i,i,i,0,i,7,-9,i,i,i
Nc1ncc(Br)cc1S(=O)(=O)Nc1cc(C(F)(F)F)cc(C(F)(F)F)c1,i,i,i,i,10,100*,64*,-11,-5*,i,10*
COc1ccc(C(=O)n2nc(C#N)c(C#N)c2N)cc1,i,i,i,i,-6,i,3,-7,i,i,i
CCC(=O)Nc1ccc(NC(=O)CSc2nnnn2C(C)C)cc1,i,i,i,i,-3,i,1,-1,i,i,i
CCNc1nc(SC(C)C(=O)OC)nc(N(C)C)n1 (configuration not stated),i,i,i,i,7,i,-1,-9,i,i,i
Cc1ccc(C2NC(c3ccc(C)cc3)C([N+](=O)[O-])C(C)(C)C2[N+](=O)[O-])cc1 (configuration not stated),i,i,i,i,-3,i,2,-6,i,i,i
O=C1CCC(C(=O)N2CCCCCC2)CN1Cc1cccc(C(F)(F)F)c1 (configuration not stated),i,i,i,i,1,i,11,-6,i,i,i
CCCCOC(=O)Nc1ccc(C(=O)OCCC)cc1,i,i,i,i,9,i,0,-6,i,i,i
CCN(CC)S(=O)(=O)c1cc(OC)c(Cl)cc1Cl,i,i,i,i,3,i,6,-12,i,i,i
CCOC(=O)CN1C(=O)Nc2ccc(Br)cc2C1c1ccccc1 (configuration not stated),i,i,i,i,10,i,0,-16,i,i,i
Nc1cc(=O)[nH]n1C1CCCCC1,i,i,i,i,-1,i,-9,-12,i,i,i
COc1ccc(C(=O)N2CC3(C)CC2CC(C)(C)C3)cc1 (configuration not stated),i,i,i,i,-4,i,-28,-10,i,i,i
CCOC(=O)c1cc2cc3ccccc3cc2[nH]1,i,i,i,i,-8,i,·,-8,i,i,i
Cc1ccc(NC(=O)CSc2nnc(NC(=O)CN3CCOCC3)s2)cc1,i,i,i,i,-3,i,0,-10,i,i,i
O=C(CCC1CCCCC1)NCCN1CCOCC1,i,i,i,i,-7,i,5,-4,i,i,i
Cn1c(NCc2ccccc2O)nc2ccccc21,i,i,i,i,0,i,0,-1,i,i,i
CCOc1ccc(Br)cc1S(=O)(=O)Nc1cccc(S(=O)(=O)NC2=NCCC2)c1,i,i,i,i,0,i,0,-7,i,i,i
O=C1CC(O)(C(F)(F)F)Oc2c1ccc1ccccc21 (configuration not stated),i,i,i,i,-4,100*,-5,6.8*,i,8*,i
COc1ccc(N2C(=O)C(CC(=O)Nc3ccccc3)N(Cc3ccc4c(c3)OCO4)C2=O)cc1 (configuration not stated),i,i,i,i,6,i,-4,-8,i,i,i
CCOC(=O)/C(C#N)=C\c1ccc(CC)s1,i,i,i,i,7,i,3,-3,i,i,i
O=C(CCC1CCCC1)N=C1SC2CS(=O)(=O)CC2N1Cc1ccccc1 (configuration not stated),i,i,i,i,1,i,-15,-7,i,i,i
Cc1ccnc(NC(c2ccncc2)c2c(C)[nH]c3ccccc23)c1 (configuration not stated),i,i,i,i,5,i,-1,-9,i,i,i
COC(=O)c1c(NC(=O)c2ccoc2C)sc(C)c1C,i,i,i,i,-5,i,5,-8,i,i,i
CCOc1ncccc1C(=O)Nc1ccc(-c2cn3ccsc3n2)cc1,i,i,i,i,-30,i,-7,-18,i,i,i
C#CC(CC)(CC)NC(=O)c1c(C)noc1C,i,i,i,i,2,i,-2,-7,i,i,i
O=C(CCCOc1ccccc1)n1nnc2ccccc21,i,i,i,i,0,i,-10,1,i,i,i
CCN1CCN(C(=O)CS(=O)(=O)Cc2nc(-c3ccc(C)cc3)oc2C)CC1,i,i,i,i,7,i,-3,-2,i,i,i
CCCCn1nnnc1SCC(=O)Nc1ccc(N(C)C)cc1,i,i,i,i,-4,i,-8,-1,i,i,i
CC(CN1CCOCC1)OC(=O)C1COc2ccccc2O1 (configuration not stated),i,i,i,i,·,i,-1,1,i,i,i
Cc1ccc(OCC(=O)Nc2ccc(CN3CCOCC3)cc2)cc1,i,i,i,i,-1,i,0,-4,i,i,i
COc1ccc(N/N=C(\C#N)C(=N)N2CCCCC2)cc1,i,i,i,i,0,i,21,-14,i,i,i
CC(/C=N/NC(=O)c1cccnc1)=C\c1ccco1,i,i,i,i,4,i,-2,-1,i,i,i
Cc1ccc(C(=O)OCC(=O)Nc2sccc2C(N)=O)cc1NC(=O)c1ccco1,i,i,i,i,-3,i,25,-3,i,i,i
COc1ccccc1/C=C(\NC(=O)c1ccccc1)C(=O)NCc1ccco1,i,i,i,i,-2,i,4,-4,i,i,i
COc1ccc(CN2C(=O)Cc3c2nc(N)c2c(N)nc(N4CCCCC4)c(C#N)c32)cc1,·,i,i,i,2,i,11,-5,·,i,i
CCOc1ccc(C(=O)NC(=S)Nc2ccc(N3CCOCC3)c(Cl)c2)cc1[N+](=O)[O-],i,i,i,i,3,i,84*,-13,i,i,i
C=C(C)c1cccc(C(C)(C)NC(=O)N2CCN(CC)CC2)c1,i,i,i,i,-1,i,0,-14,i,i,i
Cc1cccc(C(=O)NCC(=O)OCC(=O)N2CCc3ccccc32)c1,i,i,i,i,2,i,-25,-15,i,i,i
CCOc1ccc(CN(C)CC(=O)NNC(=O)c2ccc(Cl)cc2)cc1OC,i,i,i,i,-1,i,-3,-7,i,i,i
COc1ccccc1CNC(=O)CCc1cn(C)c2ccccc12,i,i,i,i,-8,i,-1,-7,i,i,i
COc1ccccc1C(=O)NCC(=O)N/N=C/c1cn[nH]c1-c1ccccc1,i,i,i,i,4,i,-12,-10,i,i,i
CC(C1CC1)N(Cc1ccccc1)C(=S)Nc1ccccc1Cl (configuration not stated),i,i,i,i,5,i,4,-10,i,i,i
COc1ccc(C(=O)C2CCCN(S(=O)(=O)N(C)C)C2)c(C)c1 (configuration not stated),i,i,i,i,5,i,-4,-2,i,i,i
Cc1ccc(C(=O)N2CCCN(c3nc4cc5c(cc4cc3C#N)OCO5)CC2)cc1,i,i,i,i,-3,i,2,-11,i,i,i
O=C(c1cc(C2CC2)nc2ccccc12)N1N=C(C(F)F)CC1(O)C(F)F (configuration not stated),i,i,i,i,3,i,-4,-20,i,i,i
CCC(=O)N1CCc2cc(S(=O)(=O)CCC(=O)NCc3ccccc3OC)ccc21,i,i,i,i,1,i,4,-7,i,i,i
O=S(=O)(c1ccc(Br)cc1)N1CCN(c2ccc3nnc(-c4ccccc4)n3n2)CC1,i,i,i,i,-1,i,28,-21,i,i,i
Cn1cc([N+](=O)[O-])c(C(=O)NC2CCCCCC2)n1,i,i,i,i,-7,i,-6,-8,i,i,i
COc1ccc(N=N/C(=C\O)C(=O)c2cccs2)cc1,i,i,i,i,12,i,2,-9,i,i,i
CCc1ccccc1NS(=O)(=O)c1c(C(=O)N2CCCCCC2)c(C)n(C)c1C,i,i,i,i,-1,i,-3,-8,i,i,i
Cc1ccc(-c2csc(NC(=O)C[n+]3cc(-c4ccccc4)n4c3CCC4)n2)cc1,i,i,i,i,8,i,20,-15,i,i,i
O=C(CCc1ccccc1)Nc1ccc(NC(=O)c2ccco2)cc1,i,i,i,i,2,i,7,-1,i,i,i
CCCCCCOc1ccc(OC(=O)c2cccnc2)cc1,i,i,i,i,9,i,-1,1,i,i,i
COc1ccc(OC)c(CCNC(=O)C2CCN(c3ncnc4c3nc3n4CCCCC3)CC2)c1,i,i,i,i,2,i,-13,-6,i,i,i
N#CC(=C1CCCC1)c1nc(-c2cc3ccccc3oc2=O)cs1,i,i,i,i,0,i,-3,-5,i,i,i

# (cont.)
SMILES,KCNK3 inh,RGS4 block,RGS4 act,KCNK9 block,HDAC3 inh,TMEM16A inh,SKKanGAS inh,hERG rescue,ANO1 activ,KCNQ1 act,KCNQ1 inh
O=C(O)COc1ccc(NC(=O)c2ccco2)cc1,i,i,i,i,-1,i,-1,-2,i,i,i
Nc1n[nH]c(C2CC2)c1N=Nc1ccc(Cl)cc1,i,7*,i,i,19,i,-4,-8,i,i,i
COc1ccc(/C=C(/NC(=O)c2cccc([N+](=O)[O-])c2)C(=O)O)cc1OC,i,i,i,i,-4,i,-1,-8,i,i,i
CCCC(=O)Nc1ccc(C(=O)NNC(=O)c2ccccc2Br)cc1,i,i,i,i,0,i,-7,-2,i,i,i
COc1ccc(NC(=S)Nc2ccc(OCc3ccccc3)cc2)cc1OC,i,i,i,i,0,i,1,-7,i,i,i
Cc1ccccc1N1C(=O)CC(N(O)c2ccccc2)C1=O (configuration not stated),i,i,i,i,-1,i,-2,-4,i,i,i
Cc1[nH]c2ccccc2c1C(=O)C(=O)NCCC1=CCCCC1,i,i,i,i,1,i,-5,-5,i,i,i
COc1ccc(-c2ccc(C#N)c(SCC(=O)NCc3ccco3)n2)cc1OC,i,i,i,i,-12,i,-1,-9,i,i,i
COc1ccc(-c2noc(CSc3ccc(C)cc3)n2)cc1,i,i,i,i,2,i,3,-6,i,i,i

# Compound activity as filed in PubChem BioAssay.
